Screens deposited in PubChem by several laboratories.
APP 5UTR inh – APP translation inhibition; 0.82% of 190,000 active; SH-SY5Y APP 5'UTR-luciferase reporter, luminescence; inhibition, % at 2 µM;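 active means inhibition above a set limit, derived from the sample mean plus 3 SD, cut at about 45% in these data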; further: values of inactives mirror those of a sister screen read the other way
ROMK primary – human ROMK K+ channel modulation, primary screen; Tet-inducible ROMK, thallium flux fluorescence; actives lie on both sides; B-score at 10 µM; 2% of 130,000 active; AID 1918;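 active means signal ratio slope over the read window, or its plate-corrected B-score, at least 3 SD from the plate mean, either direction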;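 further: B-score of the F/F0 ratio slope over 7 to 12 s after thallium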
Target sequence (P48048 whole entry, looked up): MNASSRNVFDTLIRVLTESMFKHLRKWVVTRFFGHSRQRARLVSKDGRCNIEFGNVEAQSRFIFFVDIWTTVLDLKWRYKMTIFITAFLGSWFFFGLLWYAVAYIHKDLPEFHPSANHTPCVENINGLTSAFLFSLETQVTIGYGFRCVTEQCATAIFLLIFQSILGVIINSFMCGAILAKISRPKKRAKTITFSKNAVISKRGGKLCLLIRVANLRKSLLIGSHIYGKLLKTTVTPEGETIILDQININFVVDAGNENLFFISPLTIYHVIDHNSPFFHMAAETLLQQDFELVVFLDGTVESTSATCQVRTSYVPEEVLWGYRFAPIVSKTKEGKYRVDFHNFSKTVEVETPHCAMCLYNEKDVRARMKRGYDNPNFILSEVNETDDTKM
FLuc stim CS – affects firefly luciferase, flagging false hits in luciferase stimulation screens | P08659 | ATPlite luciferase biochemical, luminescence, 10 min; 0 = ATP-free wells, 1 = DMSO control | activation factor at 10 µM | 200,000 tested, under 10 active | AID 1027;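 active means luciferase activation factor, scaled between plate controls, of at least 2 with compound at 10 µM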
Target sequence (P08659 whole entry, looked up): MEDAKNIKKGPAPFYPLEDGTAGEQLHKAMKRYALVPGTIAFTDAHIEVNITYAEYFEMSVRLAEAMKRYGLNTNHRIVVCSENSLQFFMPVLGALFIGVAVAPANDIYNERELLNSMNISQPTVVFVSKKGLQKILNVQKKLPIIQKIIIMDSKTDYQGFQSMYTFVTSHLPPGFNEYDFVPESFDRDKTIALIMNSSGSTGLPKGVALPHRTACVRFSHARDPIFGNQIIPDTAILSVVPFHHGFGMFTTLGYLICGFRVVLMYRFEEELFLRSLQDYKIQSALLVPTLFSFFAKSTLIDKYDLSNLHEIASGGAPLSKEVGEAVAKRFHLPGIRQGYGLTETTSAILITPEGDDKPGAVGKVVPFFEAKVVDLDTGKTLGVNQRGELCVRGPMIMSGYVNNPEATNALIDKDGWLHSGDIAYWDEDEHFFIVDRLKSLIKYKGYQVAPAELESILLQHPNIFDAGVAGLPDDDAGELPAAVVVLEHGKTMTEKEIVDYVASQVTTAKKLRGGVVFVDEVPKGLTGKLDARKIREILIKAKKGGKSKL
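Assay system – cell-free luciferase reagent · Medium – PBS-based ATP solution · Dosing – test compounds dosed from 2 mM stocks in 100% DMSO · Timing – 10 min, room temperature · Technique – light output (luminescence) · Measure – luminescence gain marking luciferase activators · Controls – No-ATP low control, compound-free enzyme-plus-ATP high control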
NF-kB neuron act – compounds increasing NF-kB expression in human neuronal cells | 1.6% of 190,000 active | fold change at 12.5 µM | NF-kB reporter expression; stronger effect = higher value; in the data active means fold change above about 3.3
APP 5'UTR act – APP 5'UTR luciferase reporter activation | SH-SY5Y APP 5'UTR luciferase reporter, luminescence; zero percent = DMSO vehicle wells | activation, % at 2 µM | 1% of 190,000 active;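 active means activation above a set limit, based on mean plus 3 SD of controls, cut at about 140% in these data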; further: values of inactives mirror those of a sister screen read the other way
STAT1 activator – activators of IFN-gamma induced STAT1 signaling. NIH 3T3 STAT1-luciferase reporter, luminescence; 100% = IFN-gamma alone, no compound. AID 932. 2.6% of 200,000 active. activation (% of control), % at 5.5 µM;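 active means activation above the screen-wide mean activation plus 3 SD, cut at about 130% in these data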;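 further: raw ratio to IFN-gamma control signal so 100% means no change and 0% no light; values of inactives mirror those of a sister screen read the other way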
STAT3 act – STAT3 signaling activation; AID 871; 0.91% of 190,000 active; activation (% of control), % at 5.6 µM; U3A cells, IL-6 STAT3-luciferase reporter, luminescence; 100% = signal with IL-6 EC80 alone;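 active means activation above the screen-wide mean of compound activation plus 3 SD, cut at about 130% in these data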;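 further: 0% = background luminescence of wells with medium and substrate only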
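Test system: human U3A cells carrying STAT3-luciferase construct; control set: IL-6-only wells as 100% reference; timing: compound pre-incubation 1 h before IL-6, then 6 h stimulation at 37 °C; also added: IL-6 stimulus at 33 ng/mL final; evaluation: % activation versus median of IL-6-stimulated wells; detection: reporter luminescence signal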
STAT3 blocker – reduces IL-6 driven STAT3 reporter signal. AID 862. U3A cells, IL-6 STAT3-luciferase reporter, luminescence; host cell line lacks STAT1. 0.89% of 190,000 active. inhibition, % at 5.5 µM;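 active means inhibition above the mean inhibition across all screened compounds plus 3 SD, cut at about 44% in these data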;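 further: 0% = DMSO only wells and 100% = 100 µM nifuroxazide control wells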
FLuc inhib CS – counter-screen for luciferase assay inhibitors: firefly luciferase inhibition; P08659; ATPLite firefly luciferase biochemical luminescence, 10 min; inhibition, % at 10 µM; 1.5% of 200,000 active;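 active means inhibition above about 50% when tested at 10 µM, limit read from the data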
STAT1 inh – reduces IFN-gamma driven STAT1 reporter signal | NIH 3T3 STAT1-luciferase reporter, luminescence | inhibition, % at 5.5 µM | 0.35% of 200,000 active;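 active means inhibition above a set limit, the mean inhibition across all tested compounds plus 3 SD, cut at about 34% in these data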;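 further: 0% = IFN-gamma with DMSO and 100% = IFN-gamma with 300 µM nifuroxazide; values of inactives mirror those of a sister screen read the other way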
* hit, by the source's call; x = no result given.

SMILES	APP 5UTR inh	ROMK primary	FLuc stim CS	NF-kB neuron act	APP 5'UTR act	STAT1 activator	STAT3 act	STAT3 blocker	FLuc inhib CS	STAT1 inh
COc1ccc(NC(=O)CNS(=O)(=O)c2cccs2)c(OC)c1	6	-0.36	1.1	1.2	-6	104	97	10	-6	-4
CCCCOc1ccc(CC2CCC(=O)NC2=O)cc1 (stereo unspecified)	-10	-0.22	1	2.5	11	115	105	-3	-2	-18
Cc1cc(C)nc(NN=C(c2ccccc2)c2ccccc2)n1	-3	-0.024	1.1	1.1	3	101	103	-4	-6	-1
CCc1nnc(NC(=O)Cc2ccc(Br)cc2)s1	-10	-0.023	1	0.99	10	100	93	16	-2	-2
COc1ccc(N/C(=C(/C(Cl)=C(Cl)Cl)[N+](=O)[O-])n2nnc3ccccc32)cc1	-27	-1.6	1	1.1	27	95	98	8	-5	5
Cc1nn(C)c(C)c1/C=C1/SC(=S)NC1=O	5	-0.55	0.9	0.99	-5	119	119	-16	6	-21
Cc1nc(SCC(=O)Nc2ccc(C)c(F)c2)c2oc3ccccc3c2n1	0	1	1	1.2	0	94	106	-1	-2	7
Nc1ccccc1C(=O)N1CCCC1	11	-1.1	1	1	-11	103	93	18	-1	-4
CCCCN(C(=O)c1cc2ccccc2o1)c1c(N)n(CCC)c(=O)[nH]c1=O	-1	x	1	1	1	95	93	13	-4	6
COc1ccc(OC)c(N/C(C)=C/C(=O)c2ccc(C)o2)c1	22	x	1	1.2	-22	97	97	6	-3	4
CN/S(=N/S(=O)(=O)c1ccccc1)c1ccc(C)cc1 (stereo unspecified)	-20	x	1	1.1	20	103	100	7	1	-2
CCOc1cc(CNc2ccc(N(C)C)cc2)cc(Br)c1OCC(=O)NC(C)(C)C	-105	x	1	0.44	105	145*	109	-5	-4	-50
COc1ccc(C(=O)/C=C/C(=O)N(Cc2ccc3c(c2)OCO3)C(C(=O)NC2CCCCC2)c2ccncc2)c(O)c1 (stereo unspecified)	-15	-2.1	1	0.62	15	95	98	10	-2	5
COc1cc2c(cc1NC(=O)CC1SC(N3CCCC3)=NC1=O)oc1ccccc12 (stereo unspecified)	-14	-0.39	1	0.67	14	101	92	15	-4	-1
Cc1ccc(C)c2nc(Cl)c(C3NC(=O)c4ccccc4N3)cc12 (stereo unspecified)	10	1.5	1.1	0.73	-10	94	102	7	-7	6
C/C=C/C(=O)OCC(=O)Nc1cc(OC)c([N+](=O)[O-])cc1C	2	0.32	1	1	-2	106	106	0	-4	-8
O=C(Cc1cccc2ccccc12)OCn1nnc2ccccc2c1=O	4	x	1	1.2	-4	100	94	12	-3	0
CSC(=NC#N)N1CCN(c2cccc(Cl)c2)CC1	8	x	1	1.1	-8	95	102	0	-1	5
COc1ccc2[nH]cc(CCNS(=O)(=O)c3ccc(NC(C)=O)cc3)c2c1	-11	x	1.1	1.2	11	101	104	-1	-8	-3
CCCN(CCC)S(=O)(=O)c1ccc(C(=O)NCc2n[nH]c(=S)n2-c2ccc(Cl)c(Cl)c2)cc1	24	-0.16	1.1	1.2	-24	100	102	-2	-12	0

Single values from the entries so far.
Under FLuc inhib CS, COc1cc2c(cc1NC(=O)CC1SC(N3CCCC3)=NC1=O)oc1ccccc12 (stereo unspecified) has the entry -4
Under STAT3 act, Cc1nc(SCC(=O)Nc2ccc(C)c(F)c2)c2oc3ccccc3c2n1 has the entry 106
Under APP 5UTR inh, O=C(Cc1cccc2ccccc12)OCn1nnc2ccccc2c1=O has the entry 4

Next part:
SMILES	APP 5UTR inh	ROMK primary	FLuc stim CS	NF-kB neuron act	APP 5'UTR act	STAT1 activator	STAT3 act	STAT3 blocker	FLuc inhib CS	STAT1 inh
COc1ccc(C(=O)NCC(=O)N/N=C/c2cn[nH]c2-c2ccccc2)cc1	0	0.14	1	0.86	0	93	90	22	-2	6
Cc1cnc(C)c(N2CCN(Cc3cn(C)nc3-c3cccc(Cl)c3)CC2)n1	-6	-0.87	1	0.85	6	96	97	9	-2	4
CCOc1ccc(S(=O)(=O)Nc2ccccc2SC)c2cccnc12	0	0.85	1.1	0.87	0	88	102	0	-6	13
C1CCC(Nc2nc3nonc3nc2N2CCSCC2)C1	-17	-0.46	1.1	1.3	17	109	101	4	-8	-12
Cc1ccccc1Nc1scc(-c2ccc(Cl)cc2)[n+]1-c1ccccc1C	0	-0.02	1.1	0.92	0	101	91	16	-10	-1
CC(C)[C@H](NC(=O)c1ccccc1)C(=O)OCC(=O)NCCC1=CCCCC1	4	x	1.1	1.2	-4	99	103	-2	-6	1
Cc1nnc(SCC(=O)NCc2ccco2)n1-c1ccc(F)cc1	8	x	1	1.3	-8	106	96	8	0	-3
Cc1ccc(S(=O)(=O)N(C)C)cc1NC(=S)NC(=O)C12CC3CC(CC(C3)C1)C2	12	-0.061	1.1	1.6	-12	100	93	7	-7	2
Cc1ccc(C)c(NC(=O)C(C)CC2COCCO2)c1 (stereo unspecified)	-4	-0.57	0.9	0.97	4	98	101	4	11	2
COc1ccc(NC(=S)N2CCCC(CO)C2)c(OC)c1 (stereo unspecified)	13	0.53	1	1	-13	89	91	11	-2	12
COC(=O)[C@H](Cc1ccccc1)NC(=O)Nc1ccc(C)cc1	40	x	1	1	-40	99	100	3	-5	1
CCC(C(=O)OCC(=O)Nc1c(C)n(C)n(-c2ccccc2)c1=O)c1ccccc1 (stereo unspecified)	5	x	1.1	0.83	-5	91	99	5	-6	10
N#C/C(=C\c1ccccc1C(F)(F)F)C(=O)Nc1ccccc1F	-16	-4.2*	1.1	1.1	16	95	90	16	-10	6
Cc1cc(=O)oc(C)c1C(=O)NCCc1ccccc1	12	-0.17	1	1	-12	99	94	10	3	2
Cc1ccc(Nc2ncccc2C(N)=O)cc1[N+](=O)[O-]	-75	-1.6	1	1.2	75	141*	99	2	-4	-47
CCCC(=O)N1c2ccc(-c3csc(N)n3)cc2CC1C (stereo unspecified)	-120	0.6	0.6	3	120	150*	93	12	43	-54
NC(=O)c1ccc(C(F)(F)F)n(Cc2ccccc2Cl)c1=O	1	x	1.1	0.99	-1	95	101	4	-6	5
CC(=O)C(=Cc1cc(C)n(-c2ccccc2)c1C)C(C)=O	9	0.14	0.9	1.1	-9	100	101	7	11	0
CCOC(=O)c1c(NC(=O)COC(=O)c2c(C)noc2C)sc2c1CCC2	0	x	1.1	1.2	0	101	103	1	-7	-1
CC1CN(C)C(C)c2c1oc1ccc(N)cc21 (stereo unspecified)	12	x	1	1.1	-12	96	88	16	-3	3
O=C(O)c1cnn2c(C(F)F)cc(C(F)F)nc12	-3	0.65	1.1	0.98	3	104	100	3	-12	-1
COc1ccc2c(Cl)c(C(=O)NN3CCN(C)CC3)sc2c1	-12	-0.0018	1	1.3	12	119	97	8	3	-24
CC1CC(C)CN(C(=O)c2ccccc2Nc2ccc(SC(F)F)cc2)C1 (stereo unspecified)	16	x	1.1	0.89	-16	88	108	1	-5	7
COc1cc(C)ccc1OCCCCN1CC(C)OC(C)C1 (stereo unspecified)	1	-0.49	1.1	1.1	-1	98	108	-4	-5	3
CC(=O)N1c2ccccc2NC(=O)C1(C)C	-18	1.2	1	1.2	18	102	101	0	-4	-2
Cc1ccccc1N1C(=O)C2ON(c3ccccc3)C(c3cccnc3)C2C1=O (stereo unspecified)	-7	-0.048	1	1.1	7	104	101	1	-1	-5
N#CC(c1ccc(=O)[nH]n1)c1ccc(Cl)cc1Cl (stereo unspecified)	0	-0.071	1	1.1	0	96	103	4	-3	4
CCOCc1nnc(NC(=O)c2cc(OC)cc(OC)c2)s1	-8	-0.8	1.1	1.2	8	104	103	-1	-5	-6
CCOc1cc(C2C(C(=O)OC(C)C)=C(C)NC3=C2C(=O)CCC3)cc([N+](=O)[O-])c1O (stereo unspecified)	-18	0.057	1	0.98	18	89	100	9	-1	12
O=C(Nc1ccc(Cl)cc1)Nc1ccccc1C(=O)NCc1ccco1	-2	0.17	0.9	2.2	2	96	79	26	7	0
O=C(NCCN1CCOCC1)c1cc2sccc2n1Cc1ccc(F)cc1	11	x	1.1	1.2	-11	107	101	3	-6	-6
COc1ccccc1-n1c(SCC(=O)Nc2ccccc2C)nc(O)cc1=O	8	x	1.1	1.2	-7	98	102	1	-7	2
O=c1c2ccccc2ncn1-c1ccc2c(c1)OCCO2	-6	-1.2	1	1.3	6	110	100	4	-1	-11
O=C(CN1C(=O)C2C3c4ccccc4C(c4ccccc43)C2C1=O)Nc1cccc(C(=O)O)c1 (stereo unspecified)	-6	0.031	1.1	1.1	6	110	104	0	-7	-11
O=C(NCc1cccnc1)NC1CC(=O)N(c2ccc3c(c2)OCCO3)C1 (stereo unspecified)	-8	0.22	1	0.98	8	100	101	7	-3	0
Cc1oc(C(C)(C)C)cc1C(=O)NCC(=O)NCC(=O)O	-3	x	1	1	3	102	95	7	-2	-2
COc1cc2c(cc1O)C(SC)=NC(C)(C)C2	13	-6.5*	1.1	0.82	-13	92	103	-3	-10	8
C/C=C/c1ccc(OCCCN2C(=O)NC(C)(C)C2=O)c(OC)c1	-23	x	1	1.3	23	110	105	1	-4	-12
Cc1oc(CC(C)C)cc1C(=O)Nc1cccc2ccccc12	-4	x	1	0.88	4	94	103	2	-3	7
Cc1ccc(-n2nnnc2SCC#N)cc1	-14	0.033	1	0.85	14	96	102	3	-2	1

Next section, starting with the last 2 of the part before.
SMILES	APP 5UTR inh	ROMK primary	FLuc stim CS	NF-kB neuron act	APP 5'UTR act	STAT1 activator	STAT3 act	STAT3 blocker	FLuc inhib CS	STAT1 inh
Cc1oc(CC(C)C)cc1C(=O)Nc1cccc2ccccc12	-4	x	1	0.88	4	94	103	2	-3	7
Cc1ccc(-n2nnnc2SCC#N)cc1	-14	0.033	1	0.85	14	96	102	3	-2	1
CN(C)CCCN1C(=O)C(=O)/C(=C(/O)c2ccc3c(c2)OCO3)C1c1ccccn1 (stereo unspecified)	6	x	x	x	-7	102	104	1	x	-2
CCCCC(=O)c1c(C)cc(C)[nH]c1=O	6	0.22	1.1	1.3	-5	108	99	8	-8	-8
O=C(Nc1cccc([N+](=O)[O-])c1)c1cnccn1	-14	0.16	1.1	1.2	14	99	97	1	-9	1
CC12COC3(C(=O)Nc4ccccc4F)CC1CCC32C (stereo unspecified)	-8	x	1	1.1	8	97	96	7	-4	2
CCOC(=O)Cc1csc(NC(=O)CSc2nnc(Cc3csc(N)n3)n2C)n1	-10	x	1	1	10	111	91	15	0	-12
Cc1c(Br)cc(C(=O)N2CCCCCC2)c(C)c1C	9	-1.2	1	0.88	-9	104	116	-19	1	-4
O=C(CSc1nc2ncc(Cl)cc2[nH]1)N(Cc1ccccc1)C1CCS(=O)(=O)C1 (stereo unspecified)	5	0.38	1.1	1.2	-5	95	99	5	-7	5
O=C(NCCc1csc(-c2cccnc2)n1)c1ccccc1	4	x	1	1.3	-4	100	83	29	3	0
COc1ccc(/C=N\NC(=O)c2c(C)nc3ccc(Br)cn23)cc1	89*	2.3*	1	1.3	-89	106	130	-29	-2	-6
CCc1ccc2oc(=O)cc(CN3CCN(CCO)CC3)c2c1	2	1.2	1	2.2	-2	100	101	5	-3	-1
CCN(CC)S(=O)(=O)c1ccc(NC(=O)CN(c2cccc(F)c2)S(C)(=O)=O)cc1	4	x	1.1	0.9	-4	98	100	4	-8	3

Hits appear at their usual frequency. Share with any hit: about 7.1%.
